# High-throughput results deposited in PubChem by National Center for Advancing Translational Sciences (NCATS).
# Shiga toxin inh – inhibitors of Shiga toxin in Vero cells. Vero cells, Shiga toxin protein synthesis inhibition reporter. AID 2315. inhibition, % at 38.7 µM. 290,000 compounds, 9.2% hits; in the data active means inhibition mostly above about 28%, no sharp cut-off; inactive means mostly below about 43%; further: 0% is about no effect
# Cycloheximide cs – counter-screen for Shiga toxin inhibitors: cycloheximide protein synthesis inhibition. cell reporter, cycloheximide protein synthesis inhibition counterscreen. max response, %. 300,000 compounds, 12% hits. AID 2314; in the data active means max response mostly above about 13%, no sharp cut-off; inactive means mostly below about 14%; further: read at 38.3 µM for the half of the compounds with a filed dose; 0% is about no effect
# Pf growth 48h – inhibits P. falciparum growth in the first generation, 48 h. P. falciparum luciferase growth in erythrocytes, 48 h. Potency, µM (highest dose often 28.7 µM), for inactives: at the highest dose activity change, negative = inhibition, usual class: inhibitors. 310,000 compounds, 5.9% hits. AID 504832; further: potency means the concentration at half of the fitted maximal effect; on the % scale 0 is the no-effect control and ±100 the full control effect
#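 Parasite viability was followed by luminescence of a genomically integrated firefly luciferase. Cultures held 0.1% parasitemia at 2% hematocrit (final), incubated under 5% CO2 at 37 C.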
# TbPYK inhibitor – blocks Trypanosoma brucei pyruvate kinase | Potency, µM (series often up to 76.8 µM), for inactives: at the highest dose activity, negative = inhibition, actives largely listed as inhibitors | 410,000 compounds, 0.12% hits | TbPYK enzyme, Kinase-Glo Plus ATP luminescence, 45 min; further: potency means the concentration at half of the fitted maximal effect; on the % scale 0 is the no-effect control and ±100 the full control effect; nearly all actives have a fitted effect of over 50% in size
#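 Readout: single end-point luminescence (Kinase-Glo Plus, 10 min). Reaction conditions were TbPYK/substrate plus 130 uM ADP, 45 min at RT, pH 7.2 TEA buffer. No-enzyme wells served as controls, and data were normalized before concentration-response fitting.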
# AMA1-RON2 inh – AMA1-RON2 (P. falciparum) interaction inhibition | AlphaScreen AMA1-biotinylated RON2 peptide binding | Potency, µM (highest dose often 58.2 µM), for inactives: top-dose activity change, negative = inhibition, hits mostly inhibitors | 360,000 compounds, 0.2% hits | AID 720542;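 further: potency means the concentration at half of the fitted maximal effect; 0% = vehicle wells and -100% = peptide control; nearly all actives have a fitted effect of over 45% in size; some results filed as inactive show a strong effect at the top dose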
#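 AMA1 (3D7) with his tag at 25 nM final met compounds first, then biotinylated RON2 peptide at 25 nM; detection used donor plus acceptor beads, 10 µg/mL apiece, read by AlphaScreen after 30 min at room temperature.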
# LmPK inhibitor – inhibitors of Leishmania mexicana pyruvate kinase | Q27686 | purified LmPK, Kinase-Glo ATP luminescence, 1 h | Potency, µM (highest dose often 57.5 µM), inactives show at the top dose activity change, negative = inhibition, hits mostly inhibitors | 290,000 compounds, 0.37% hits; further: potency means the concentration at half of the fitted maximal effect; on the % scale 0 is the no-effect control and ±100 the full control effect
# Target sequence (Q27686 whole entry, looked up): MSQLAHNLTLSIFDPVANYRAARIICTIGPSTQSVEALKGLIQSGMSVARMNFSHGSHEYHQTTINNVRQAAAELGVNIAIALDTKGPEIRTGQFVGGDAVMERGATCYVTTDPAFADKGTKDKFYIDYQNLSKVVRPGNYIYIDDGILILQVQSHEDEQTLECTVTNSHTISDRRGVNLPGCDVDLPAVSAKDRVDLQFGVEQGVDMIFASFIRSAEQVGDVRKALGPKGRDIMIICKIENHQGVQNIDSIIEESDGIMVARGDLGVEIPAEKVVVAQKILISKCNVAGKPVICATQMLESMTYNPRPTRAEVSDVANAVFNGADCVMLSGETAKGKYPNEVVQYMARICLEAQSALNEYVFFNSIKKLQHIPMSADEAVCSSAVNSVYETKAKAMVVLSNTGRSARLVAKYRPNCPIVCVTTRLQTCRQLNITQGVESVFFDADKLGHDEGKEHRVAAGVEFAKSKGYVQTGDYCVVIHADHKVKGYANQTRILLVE
#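 Purified LmPK (0.1 nM) converted ADP (0.1 mM) to ATP with PEP (0.5 mM) in imidazole buffer pH 7.2 with KCl and MgCl2, 1 h at room temperature. ATP was read by Kinase-Glo luminescence; data normalized to uninhibited and no-enzyme controls.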
# Pf growth 96h – inhibits malaria parasite growth, 96 h; 320,000 compounds, 6.9% hits; P. falciparum luciferase reporter growth, 96 h; Potency, µM (highest dose often 28.7 µM), inactives show at the highest dose activity change, negative = inhibition, most hits filed as inhibitors; further: potency means the concentration at half of the fitted maximal effect; on the % scale 0 is the no-effect control and ±100 the full control effect
#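 Two parasite generations (96 h, 37 C, 5% CO2) of compound exposure in infected erythrocytes (0.05% parasitemia, 2% hematocrit). Luciferase-reporter P. falciparum; decreased luminescence indicates inhibited growth, aimed at apicoplast-acting delayed death.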
# * marks the source's active call; other numbers are inactive results; ? = inconclusive; · = not tested or not shown; [ ] = another dose, or the depositor's remark. Unless noted, the call rests on the fitted dose curve; in most records, active means well fitted curve in the direction sought with a large enough effect; inconclusive means small, poorly fitted or top-dose-only effect, or another doubt; inactive means no such curve, though single readings can be large; an effect the other way counts as inactive or inconclusive.
SMILES,Shiga toxin inh,Cycloheximide cs,Pf growth 48h,TbPYK inhibitor,AMA1-RON2 inh,LmPK inhibitor,Pf growth 96h
CCc1ccc(OCC(=O)N2CC(C(N)=O)Oc3ccccc32)cc1 (configuration not stated),22,7,?,0%,-12%,1%,?
O=S(=O)(Nc1ncnc2c1oc1ccccc12)c1ccc(Cl)s1,-6,16*,51%[activator],-1%,10%,1%,35%[activator]
Cn1c(C(=O)OC(C(=O)NC2CCCCC2)c2cccnc2)cc2sccc21 (configuration not stated),15,5,·,-10%,10%,12%,?
O=C1c2ccccc2C(=O)N1CCCCSc1nnc2ccccn12,20,1,13µM*,-9%,3%,0%,?
COC(=O)c1sccc1NC(=O)CC1C(=O)NCCN1C(=O)Nc1ccc(F)cc1F (configuration not stated),8,6,-5%,-3%,1%,4%,27%
CC(C)c1ccc(-n2nc3ccc(N)cc3n2)cc1,77*,68*,-4%,-1%,-8%,-22%,?
Cn1c(SCC(=O)NC2CC2)nnc1C1CC1,-22,-3,13%,1%,-5%,-11%,16%
COc1ccc(F)cc1S(=O)(=O)NCCN1CCOCC1,13,5,2%,-5%,-1%,4%,2%
Cc1cc(N2C(=O)C(=O)/C(=C(/O)c3ccc(F)cc3)C2c2cccc(Br)c2)no1 (configuration not stated),-3,1,10%,1%,16%,8%,-8%
COc1ccc(C2C(C(=O)c3ccc(C)o3)=C(O)C(=O)N2Cc2cccnc2)cc1 (configuration not stated),-13,4,?,-5%,-2%,11%,?
OCCN1CN=C(Nc2nc3ccccc3s2)NC1,9,8,72%[activator],-12%,-5%,4%,·
Cc1ccc(/C=C/C(=O)N2CCN(S(=O)(=O)c3ccc(C)c(C)c3)CC2)o1,-3,-2,?,14µM*,13%,7%,5.9µM*
C/C(=N\N=C\c1cccc(F)c1)c1nnn(-c2nonc2N)c1C,-12,-2,39%[activator],5%,-24%,0%,?
Cc1cnc(C(=O)OCC(=O)Nc2c(Cl)cc(Cl)cc2Cl)cn1,·,·,-5%,-8%,0%,·,-27%
CC1CCCN(S(=O)(=O)c2cccc(-c3cn4cccnc4n3)c2)C1 (configuration not stated),1,-5,-14%,2%,2%,-2%,?
O=C(Nc1ccc(C(F)(F)F)cc1)c1ccccc1Br,108*,49*,82%[activator],0%,0%,5%,-13%
COC(=O)C1CCN(C(=O)COC(=O)c2oc3ccc(OC)cc3c2C)CC1,-6,-3,-2%,-3%,-4%,4%,33%
Cc1ccc(S(=O)(=O)N2CCN(C(=O)COC(=O)/C=C/c3ccccc3)CC2)c(C)c1,·,·,-29%,2%,13%,·,-18%
CCCCn1c(O)c(C(CC)=Nc2ccc(C(=O)O)cc2)c(=O)[nH]c1=O,6,-2,-20%,2%,-4%,4%,-29%
COc1ccc([C@@H]2CC=C(C(=O)O)[C@H](c3cccc(Cl)c3)N2S(=O)(=O)c2ccccc2C)cc1,·,·,?,-4%,-7%,·,31%[activator]
Cc1cccc(C)c1NC(=O)C(C)Sc1n[nH]c(-c2ccncc2)n1 (configuration not stated),-13,-5,11%,-3%,3%,3%,63%[activator]
COc1ccc(NC(=O)/C=C2\SC(=O)NC2=O)cc1,57,10,-5%,-3%,9%,-21%,12%
CC(C)CNC(=S)Nc1ccccc1F,11,5,44%[activator],11%,-1%,-2%,?
Cc1cccc(C)c1NC(=O)CNC(=O)c1ccc2nc[nH]c2c1,·,·,5%,-4%,17%,·,2%
COc1ccc([C@@H](OC)[C@@]2(Cc3ccc(O)cc3)N=C(N)N(C)C2=O)cc1,·,·,?,-9%,1%,·,-8%
Cc1ccc(-c2noc(C3CCCN(C(=O)c4c(F)cccc4F)C3)n2)cc1 (configuration not stated),69,29,-6%,4%,8%,1%,·
CON(C)c1nc(OCCNC(=O)COc2ccc(Cl)cc2C)nc(N(C)C)n1,-22,-4,-2%,-6%,13%,2%,?
COc1ccc(CCNc2c(C=O)c(=O)[nH]c3ccccc23)cc1OC,-10,-1,2%,-5%,-1%,4%,8%
COc1ccc(NS(=O)(=O)c2cc(NC(=O)C3CC3)ccc2N2CCCCC2)cc1,2,-3,-27%,-11%,11%,4%,10µM*
Cn1c2ccccc2n2c(=O)cc(-c3ccccc3)c(C#N)c12,7,13,92%[activator],-3%,6%,2%,0%
COc1ccc(N(CC(=O)NC2CCCC2)S(=O)(=O)c2ccc(NC(C)=O)cc2)cc1,-9,-3,?,-1%,5%,0%,0%
COc1ccc(OC)c(NC(=O)CCOc2cccc(C)c2)c1,-7,1,-8%,-12%,-16%,0%,1%
CC1=C(C(=O)Nc2ccccc2)C(c2cccnc2)n2ncnc2N1 (configuration not stated),-10,-1,8%,1%,16%,-4%,?
CCCC1CC(C)(c2csc(Nc3ccc(OCC)cc3)n2)OC1=O (configuration not stated),60*,20*,?,-7%,-18%,1%,?
CC(C)(C)Nc1nc(Cl)nc(NCc2ccccc2)n1,9,4,-27%,0%,2%,2%,-9%
CCOc1ccccc1C(=O)N1CCN=C1SCc1cccnc1,-12,12,-1%,10%,-19%,4%,0%
CC(C)Cc1csc(NC(=O)C(C)C)c1C(=O)O,-11,-2,15%,-6%,4%,-3%,18%
COC(=O)[C@]1(CC(C)C)N[C@H](c2ccc(-c3ccc(Cl)c(Cl)c3)cc2)[C@@H]2C(=O)N(C)C(=O)[C@@H]21,·,·,7.4µM*,-3%,-12%,·,4.7µM*
CC(=O)O[C@H]1CC[C@@]2(C)C(=CC[C@@H]3[C@H]2CC[C@]2(C)C(=O)CC[C@H]32)C1,·,·,3%[12.8 µM],7%[33.2 µM],·,·,6%[12.8 µM]
CCN1CCN(C(C(=O)NC2CCCC2)c2cc3c(cc2[N+](=O)[O-])OCO3)CC1 (configuration not stated),25,3,11%,-3%,-12%,2%,6%
Cc1ccc2nc(C)cc(C(=O)OCC(=O)Nc3c(C)n(C)n(-c4ccccc4)c3=O)c2c1,-7,-2,3%,3%,7%,-8%,4%
O=C(CN(Cc1ccc(F)cc1)C(=O)CCC(=O)Nc1ccccn1)NCCc1ccccc1,-6,-7,-11%,2%,-14%,-9%,?
CSc1nc2ccc3nc(NC(=O)c4ccc(C)cc4)sc3c2s1,10,5,24%,-7%,1%,1%,46%[activator]
CC(=O)c1c(C)[nH]c(C(=O)NCc2ccccc2F)c1C,-7,1,22%,1%,-4%,3%,8%
COc1cc(NC(=O)COC(=O)c2cc(S(=O)(=O)N3CCCCC3)ccc2Cl)c(C)cc1[N+](=O)[O-],3,-6,15%,4%,-13%,1%,-13%
Cc1cc(C(=O)Cn2nnc3ccccc3c2=O)c(C)n1Cc1cccs1,52,37*,82%[activator],-7%,-14%,-1%,107%[activator]
Cc1cccc(-n2ccnc2SCC(=O)Nc2nccs2)c1C,-3,-1,6%,0%,-8%,2%,41%[activator]
CN(C)c1ccc(NC(=O)c2ccc3c(c2)nnn3C)cc1,46*,18*,36%[activator],-12%,-4%,1%,15%
CC(C)[C@H](NC(N)=O)C(=O)Nc1ccc(Oc2ccccc2)cc1,18,-4,8%,6%,-6%,-3%,12%
CS(=O)(=O)c1sc(C#N)c2c1C(=O)CC(c1ccccc1)C2 (configuration not stated),-7,-5,12µM*,4%,0%,-1%,?
c1ccc(CCOn2ccnc2)cc1,13,2,-2%,4%,17%,0%,0%
O=S1(=O)CCOCCN1Cc1ccccc1,13,-1,13%,-3%,4%,-4%,43%[activator]
O=C(NCC1COc2ccccc2O1)c1ccccc1 (configuration not stated),103*,50*,172%[activator],2%,13%,0%,-29%
O=C(NCc1ccc2c(c1)OCO2)c1ccc(COc2cc(Cl)ccc2Cl)o1,-9,-1,·,-10%,-8%,1%,6.6µM*
Cc1ccc(NC(=O)CSCC(=O)Nc2ccccc2C(=O)NC2CC2)cc1,·,·,18%,0%,5%,·,7%
COCCCNC(=S)Nc1ccc2nc(N3CCOCC3)cc(C)c2c1,-9,-5,10%[0.00184 µM],-1%,9%,-3%,2%
CCc1cc(=O)oc2cc(OCC(=O)N3CCCc4ccccc43)ccc12,19,7,10%,-1%,7%,5%,-8%
Cc1ccc(S(=O)(=O)N(C)C)cc1NC(=O)CN1C(=O)NC2(CCCCCC2)C1=O,-5,-2,-10%,-1%,22%,1%,?
COc1ccccc1C(CNC(=O)C1CCN(C(=O)Nc2ccccc2)CC1)N1CCCC1 (configuration not stated),·,·,?,3%,10%,·,?
CCCCCC(=O)NC(CC(=O)OC)c1ccc2c(c1)OCO2 (configuration not stated),-10,6,?,-16%,-14%,-19%,16%
# Next part:
SMILES,Shiga toxin inh,Cycloheximide cs,Pf growth 48h,TbPYK inhibitor,AMA1-RON2 inh,LmPK inhibitor,Pf growth 96h
CC(=O)Oc1ccc2c(c1)Oc1cc(OC(C)=O)ccc1C21OC(=O)c2ccccc21,0,4,9%,4%,-12%,2%,398%[activator]
CCN(CC)c1ccc(-n2nc3cc(C)c(NC(=O)c4ccccc4C)cc3n2)c(C)c1,22,11,·,1%,·,·,·
COc1cc(OC)cc(-c2nc3ccccc3c(=O)n2OC(=O)c2ccccc2C)c1,-11,6,19%,1%,0%,2%,-2%
Cc1c(C)n2c(SCC(=O)N3CCCCCC3)nnc2[nH]c1=O,·,·,2%,8%,-22%,·,?
CSc1nc(-c2ccc(C)cc2)nc(C(Cl)Cl)n1,-4,0,6%,-3%,0%,0%,67%[activator]
CCCc1cc(=O)oc2c(C)c(OCC(=O)NCc3ccccn3)ccc12,-5,0,4%,-5%,15%,3%,14%
CC(C)C(=O)Nc1sc2c(c1-c1nc3ccccc3[nH]1)CCCC2,28,11,?,-6%,-9%,1%,?
Cc1ccc(NC(=O)CSc2ccc(C(N)=O)cc2[N+](=O)[O-])cc1C,17,7,24%,-21%,-13%,-1%,23%
CC1(C)NC(=O)N(CC(=O)N2CCN(c3cccc(Cl)c3)CC2)C1=O,·,·,7%,4%,10%,·,27%
CCCOc1ccc(N/C=C/C(=O)c2cc(OC)c(OC)c(OC)c2)cc1,·,6,2%,10%,-4%,5%,-51%
Cc1cnc(C(=O)N(CC(C)C)c2c(N)n(CC(C)C)c(=O)[nH]c2=O)cn1,·,·,-8%,-17%,0%,·,5%
C=CCNc1ncnc2sc(SC)nc12,-4,-5,3%,6%,-6%,5%,2%
CCNC(=S)NNC(=O)c1ccccc1OC(F)F,2,2,19%,4%,35%[activator],2%,·
O=C(OCC(=O)N1CCN(c2ccccc2)CC1)c1cccc([N+](=O)[O-])c1,·,·,12%,9%,16%,·,9%

# Record cards (already shown). Values in the order: Shiga toxin inh, Cycloheximide cs, Pf growth 48h, TbPYK inhibitor, AMA1-RON2 inh, LmPK inhibitor, Pf growth 96h
# Cc1ccc(NC(=O)CSc2ccc(C(N)=O)cc2[N+](=O)[O-])cc1C as listed: 17, 7, 24%, -21%, -13%, -1%, 23%
# C=CCNc1ncnc2sc(SC)nc12 as listed: -4, -5, 3%, 6%, -6%, 5%, 2%
# CC(C)C(=O)Nc1sc2c(c1-c1nc3ccccc3[nH]1)CCCC2 as listed: 28, 11, ?, -6%, -9%, 1%, ?
